TcdB inh – blocks C. difficile toxin B glycohydrolase activity; TcdB glycohydrolase enzymatic assay, plate reader; 350,000 tested, 0.24% active; inhibition, % at 9.99 µM; P18177; in the data active = inhibition above about 10%
Target sequence (P18177 whole entry, looked up): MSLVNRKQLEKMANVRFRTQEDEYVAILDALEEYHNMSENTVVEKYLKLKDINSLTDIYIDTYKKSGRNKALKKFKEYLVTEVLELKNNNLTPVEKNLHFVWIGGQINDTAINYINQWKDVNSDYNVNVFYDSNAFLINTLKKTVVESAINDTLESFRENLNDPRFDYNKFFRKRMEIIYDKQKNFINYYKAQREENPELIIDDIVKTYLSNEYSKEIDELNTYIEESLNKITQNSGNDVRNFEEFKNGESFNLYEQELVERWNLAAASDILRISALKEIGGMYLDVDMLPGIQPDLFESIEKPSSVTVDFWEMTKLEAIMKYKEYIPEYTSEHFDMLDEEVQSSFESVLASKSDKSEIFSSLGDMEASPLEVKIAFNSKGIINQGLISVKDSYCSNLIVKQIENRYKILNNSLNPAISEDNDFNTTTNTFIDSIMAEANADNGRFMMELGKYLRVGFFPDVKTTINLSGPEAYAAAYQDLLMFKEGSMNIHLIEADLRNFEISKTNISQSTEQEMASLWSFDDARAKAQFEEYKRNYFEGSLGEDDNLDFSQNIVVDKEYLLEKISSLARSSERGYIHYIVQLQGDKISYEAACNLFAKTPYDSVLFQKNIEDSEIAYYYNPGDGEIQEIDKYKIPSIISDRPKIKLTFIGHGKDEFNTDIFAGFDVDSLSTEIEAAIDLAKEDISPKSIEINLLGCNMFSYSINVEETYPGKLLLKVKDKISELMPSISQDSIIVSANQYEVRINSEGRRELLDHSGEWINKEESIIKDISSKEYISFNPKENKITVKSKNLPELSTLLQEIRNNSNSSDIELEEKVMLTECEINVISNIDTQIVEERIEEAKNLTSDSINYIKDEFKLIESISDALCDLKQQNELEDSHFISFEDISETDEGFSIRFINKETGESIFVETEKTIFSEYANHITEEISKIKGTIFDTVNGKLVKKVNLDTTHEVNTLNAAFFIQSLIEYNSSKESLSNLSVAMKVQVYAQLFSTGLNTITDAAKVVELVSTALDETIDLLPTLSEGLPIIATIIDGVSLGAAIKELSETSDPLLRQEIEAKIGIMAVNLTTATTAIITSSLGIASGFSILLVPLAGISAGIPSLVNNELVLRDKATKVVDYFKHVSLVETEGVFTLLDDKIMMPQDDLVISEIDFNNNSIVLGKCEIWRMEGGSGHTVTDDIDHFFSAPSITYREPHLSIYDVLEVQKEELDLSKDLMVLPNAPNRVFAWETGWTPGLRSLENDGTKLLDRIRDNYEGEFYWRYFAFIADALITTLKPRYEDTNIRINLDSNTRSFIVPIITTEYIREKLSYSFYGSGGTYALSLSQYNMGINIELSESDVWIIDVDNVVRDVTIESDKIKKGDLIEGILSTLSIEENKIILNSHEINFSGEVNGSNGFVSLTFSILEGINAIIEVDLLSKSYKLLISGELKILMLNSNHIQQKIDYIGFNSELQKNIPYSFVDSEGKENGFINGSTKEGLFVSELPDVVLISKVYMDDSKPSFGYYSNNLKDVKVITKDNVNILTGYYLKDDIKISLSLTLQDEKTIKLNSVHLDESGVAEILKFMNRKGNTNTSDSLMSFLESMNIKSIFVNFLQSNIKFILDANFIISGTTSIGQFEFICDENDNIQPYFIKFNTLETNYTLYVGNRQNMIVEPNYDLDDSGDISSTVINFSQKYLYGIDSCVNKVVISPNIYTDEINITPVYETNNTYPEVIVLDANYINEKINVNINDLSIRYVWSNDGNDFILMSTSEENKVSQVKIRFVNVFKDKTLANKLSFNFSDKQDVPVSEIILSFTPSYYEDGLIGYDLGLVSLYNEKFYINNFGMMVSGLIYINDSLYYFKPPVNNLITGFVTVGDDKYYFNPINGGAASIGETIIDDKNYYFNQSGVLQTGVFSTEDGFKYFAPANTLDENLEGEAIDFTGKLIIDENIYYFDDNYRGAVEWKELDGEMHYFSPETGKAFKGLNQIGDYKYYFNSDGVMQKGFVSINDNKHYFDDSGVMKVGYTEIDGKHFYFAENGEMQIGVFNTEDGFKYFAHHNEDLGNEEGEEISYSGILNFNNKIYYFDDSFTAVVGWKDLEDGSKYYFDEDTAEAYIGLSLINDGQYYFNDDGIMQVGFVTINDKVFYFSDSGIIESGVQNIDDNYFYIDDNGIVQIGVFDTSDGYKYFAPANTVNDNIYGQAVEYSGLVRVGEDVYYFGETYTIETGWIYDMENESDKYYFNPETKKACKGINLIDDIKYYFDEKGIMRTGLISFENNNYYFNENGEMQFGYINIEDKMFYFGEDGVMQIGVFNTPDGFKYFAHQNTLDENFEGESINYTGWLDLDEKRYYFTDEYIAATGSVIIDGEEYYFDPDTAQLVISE
* hit, by the source's call.

SMILES	TcdB inh
COc1ccccc1NC(=O)N1C[C@H](O)COC[C@H]2O[C@H](CC(=O)NCc3ccccc3)CC[C@@H]21	0.4
O=C(C1CCCCC1)N1CC(=O)N2[C@H](CO)[C@H](c3ccc(C#Cc4cccc(F)c4)cc3)[C@@H]2C1	0.5
C[C@H](CO)N1C[C@H](C)[C@H](CN(C)Cc2cncnc2)Oc2cc(/C=C/c3ccccc3)ccc2S1(=O)=O	3.5
CC=Cc1ccc2n(c1=O)C[C@@H]1[C@@H](CO)[C@H](C(=O)N3CCCCC3)N(C(=O)CC3CC3)[C@H]21 (mixture of isomers)	-0.5
O=S(=O)(c1ccccc1)N1CCCCN2[C@H](C1)[C@H](c1ccc(-c3ccccc3F)cc1)[C@@H]2CO	-1.9
O=C(C[C@H]1CC[C@H](NC(=O)C2CCOCC2)[C@@H](CO)O1)Nc1nccs1	-0.5
Cc1noc(C)c1S(=O)(=O)Nc1ccc2c(c1)C(=O)N([C@H](C)CO)C[C@H](C)[C@H](CN(C)S(=O)(=O)c1ccc(F)cc1)OCCCC[C@H](C)O2	2.1
COc1cccc(S(=O)(=O)N2CC3(CN[C@H](CO)c4[nH]c5cc(OC)ccc5c43)C2)c1	-0.6
C[C@H](CO)N1C[C@H](C)[C@H](CN(C)S(=O)(=O)c2cn(C)cn2)OCCCC[C@H](C)Oc2ccc(NC(=O)Nc3cccc4ccccc34)cc2C1=O	-1.3
C[C@H](CO)N1C[C@H](C)[C@@H](CN(C)Cc2ccccc2)Oc2ccc(NC(=O)CCN3CCOCC3)cc2C1=O	-1.1
C[C@@H]1CN([C@@H](C)CO)C(=O)Cc2cc(NC(=O)NC3CCCCC3)ccc2O[C@H]1CN(C)Cc1ccc(Cl)c(Cl)c1	0.7
Cc1noc(C)c1NC(=O)Nc1cccc2c1O[C@@H](CN(C)C(=O)Nc1ccc3c(c1)OCO3)[C@H](C)CN([C@H](C)CO)C2=O	-0.6
C[C@H]1CN([C@@H](C)CO)S(=O)(=O)c2ccc(C#Cc3ccncc3)cc2O[C@H]1CN(C)C	-0.3
C[C@@H]1CN([C@H](C)CO)S(=O)(=O)c2ccc(-c3cncnc3)cc2O[C@H]1CN(C)C(=O)CN(C)C	0.5
CCOC(=O)[C@H](Cc1c[nH]c2ccccc12)NC(=O)CN=[N+]=[N-]	0.0
CC(C)[C@H](NC(=O)OC(C)(C)C)c1cc(C(=O)N(C)CCN(C)C)c(N)s1	0.4
O=C(Cc1ccncc1)NCC[C@H]1CC[C@H](NC(=O)Nc2ccc(Cl)cc2)[C@H](CO)O1	-0.3
COc1ccc(C(=O)Nc2ccc3c(c2)C(=O)N(C)C[C@@H](OC)[C@H](C)CN(C(C)=O)[C@H](C)CO3)cc1	-1.6
C[C@@H]1CN([C@H](C)CO)C(=O)c2cc(C#Cc3ccccc3)cnc2O[C@H]1CN(C)C(=O)CCN1CCCCC1	0.9
CCCNC(=O)C[C@@H]1CC[C@@H]2[C@H](COc3ccc(NC(=O)c4ccc(C(F)(F)F)cc4)cc3C(=O)N2C)O1	1.4
C[C@@H]1CN([C@@H](C)CO)C(=O)c2cc(NC(=O)Nc3ccc4c(c3)OCO4)ccc2O[C@H]1CN(C)Cc1ccc(C(F)(F)F)cc1	-1.5
C[C@H](CO)N1C[C@H](C)[C@@H](CN(C)S(=O)(=O)c2ccc(F)cc2)Oc2ccc(NC(=O)Cn3cnnn3)cc2CC1=O	0.7
CC(C)NC(=O)N(C)C[C@H]1OCCCC[C@H](C)Oc2ccc(NC(=O)C3CCCCC3)cc2C(=O)N([C@@H](C)CO)C[C@H]1C	-0.1
COc1ccc(NC(=O)Nc2ccc3c(c2)C(=O)N([C@@H](C)CO)C[C@@H](C)[C@@H](CN(C)C(=O)CCCN(C)C)OCCCC[C@H](C)O3)cc1	-2.0
C[C@H]1CN([C@@H](C)CO)C(=O)Cc2cc(NC(=O)c3ccncc3)ccc2O[C@H]1CN(C)C(=O)Nc1ccccc1	0.1
The results go on.
SMILES	TcdB inh
CCCN(C)C[C@H]1Oc2cc(-c3ccc(C#N)cc3)ccc2S(=O)(=O)N([C@@H](C)CO)C[C@H]1C	1.4
C[C@H](CO)N1C[C@H](C)[C@H](CN(C)C(=O)Nc2cccc3ccccc23)OCCCC[C@H](C)Oc2ccc(NC(=O)c3ccncc3)cc2C1=O	0.7
N#Cc1cccc(-c2ccc([C@H]3[C@H](CO)N4CCCCN(S(=O)(=O)c5ccccc5)C[C@@H]34)cc2)c1	0.9
O=C(O)C[C@@H]1CC[C@H](NC(=O)Nc2cc(F)ccc2F)[C@@H](CO)O1	-1.0
O=S(=O)(c1ccc(Cl)cc1)N1Cc2ccc(Br)cc2-n2nncc2C1	0.9
C[C@H](CO)N1C[C@H](C)[C@H](CN(C)Cc2ccc(F)cc2)OCc2ccccc2-c2ccccc2C1=O	1.6
Cc1ccc(S(=O)(=O)Nc2ccc3c(c2)C(=O)N([C@@H](C)CO)C[C@H](C)[C@H](CN(C)C(=O)NC2CCCCC2)OCCCC[C@@H](C)O3)cc1	0.1
C[C@H](CO)N1C[C@H](C)[C@H](CN(C)S(=O)(=O)c2ccccc2)Oc2c(NS(=O)(=O)c3ccc(F)cc3)cccc2C1=O	0.6
O=C(O)C[C@H]1CC[C@@H]2[C@H](COC[C@@H](O)CN2S(=O)(=O)c2ccc(Oc3ccccc3)cc2)O1	-1.1
COc1ccc(NC(=O)N(C)C[C@@H]2OCCCC[C@H](C)Oc3ccc(NC(=O)Nc4ccc(C(F)(F)F)cc4)cc3C(=O)N([C@H](C)CO)C[C@@H]2C)cc1	-0.5
C[C@H](CO)N1C[C@H](C)[C@@H](CN(C)C(=O)CCC(F)(F)F)OCCCC[C@H](C)Oc2ccc(NC(=O)Nc3ccccc3)cc2C1=O	-0.1
CS(=O)(=O)N1[C@@H](C#N)[C@H](c2ccc(C#Cc3cccc(F)c3)cc2)[C@@H]1CO	1.2
Cc1noc(C)c1NC(=O)N(C)C[C@@H]1OCCCC[C@H](C)Oc2ccc(NC(=O)c3ccccc3)cc2C(=O)N([C@@H](C)CO)C[C@H]1C	0.5
COC(=O)[C@@H]1[C@@H](CO)[C@@H]2Cn3c(ccc(C4=CCCCC4)c3=O)[C@H]1N2Cc1cccnc1	-0.4
CN(C)Cc1cn(CC[C@@H]2CC[C@@H](NS(=O)(=O)c3ccc(-c4ccccc4)cc3)[C@@H](CO)O2)nn1	0.4
C/C=C/c1ccc2c(c1)O[C@H](CN(C)C(=O)Nc1cccc(F)c1)[C@H](C)CN([C@H](C)CO)S2(=O)=O	-0.5
COc1cccc(-c2ccc3n(c2=O)C[C@H]2[C@H](CO)[C@@H](C(=O)N(C)C)[C@@H]3N2C(=O)c2cnccn2)c1	-1.5
COc1ccccc1-c1ccc([C@H]2[C@@H](CO)N(C(=O)c3cccc(F)c3)[C@H]2C#N)cc1	-1.5
CCC(=O)N1CC[C@@H]2[C@H](CO)Nc3ccc(C#Cc4ccc(F)cc4)cc3[C@@H]21	-2.1
O=C(O)[C@@H]1[C@@H](CO)[C@@H]2Cn3c(ccc(-c4cncnc4)c3=O)[C@@H]2N1C(=O)C1CCCCC1	-1.4
CO[C@@H]1CN(C)C(=O)c2cc(NS(C)(=O)=O)ccc2OC[C@H](C)N(C(=O)c2ccc3c(c2)OCO3)C[C@H]1C	0.6
C/C=C/c1ccc2c(c1)O[C@@H](CN(C)C(=O)Nc1ccc(OC)cc1)[C@H](C)CN([C@@H](C)CO)S2(=O)=O	0.2
Cc1ccc(-c2cnc3c(c2)C(=O)N([C@@H](C)CO)C[C@@H](C)[C@@H](CN(C)C(=O)c2cccnc2)O3)cc1	1.9
CO[C@@H]1CN(C)C(=O)c2ccc(NC(=O)C3CC3)cc2OC[C@H](C)N(Cc2cccnc2)C[C@H]1C	0.3
C[C@H](CO)N1C[C@H](C)[C@H](CN(C)S(=O)(=O)c2ccc(Cl)cc2)Oc2c(NC(=O)NC3CCCCC3)cccc2C1=O	0.6
Additional structures follow.
SMILES	TcdB inh
O=S(=O)(c1ccccc1)N1CCCCN2[C@@H](CO)[C@H](c3ccc(C#Cc4ccccc4)cc3)[C@@H]2C1	0.1
COc1ccc(C#Cc2cnc3c(c2)C(=O)N([C@@H](C)CO)C[C@H](C)[C@H](CN(C)CC2CCOCC2)O3)cc1	1.3
C[C@H]1CCCCO[C@@H](CN(C)Cc2ccccc2)[C@@H](C)CN([C@@H](C)CO)C(=O)c2cc(NS(=O)(=O)c3cccs3)ccc2O1	0.9
C[C@@H]1CN([C@@H](C)CO)C(=O)Cc2cc(NC(=O)CCCN(C)C)ccc2O[C@H]1CN(C)S(=O)(=O)c1ccc(Cl)cc1	0.6
C[C@@H]1CN([C@@H](C)CO)S(=O)(=O)c2ccc(-c3ccncc3)cc2O[C@@H]1CN(C)Cc1ccccn1	0.9
CCS(=O)(=O)N[C@H]1C=C[C@@H](CC(=O)NC2Cc3ccccc3C2)O[C@H]1CO	0.5
C[C@@H]1CN([C@@H](C)CO)S(=O)(=O)c2ccc(-c3cncnc3)cc2O[C@H]1CN(C)C(=O)C1CCCCC1	2.1
O=C(CC(F)(F)F)N1C[C@H]2[C@@H](c3ccccc31)[C@H](CO)N2C(=O)c1ccncc1	0.2
CCCCNC(=O)c1[nH]c(C2CCNCC2)nc1-c1cccc(C(F)(F)F)c1	1.1
CO[C@H]1CN(C)C(=O)c2ccc(NC(=O)C3CC3)cc2OC[C@H](C)N(Cc2nccs2)C[C@@H]1C	1.1
COc1ccc(NC(=O)N(C)C[C@@H]2Oc3ncc(C#CCC(C)C)cc3C(=O)N([C@H](C)CO)C[C@@H]2C)cc1	0.2
COc1ccc(CN2C(=O)CSCC2(C)C(=O)Nc2c(C)cccc2C)cc1 (configuration not stated)	-3.1
CN1C[C@@H]2[C@H](c3ccccc31)[C@@H](CO)N2Cc1ccccc1	-0.2
CCOC(=O)N(C)C[C@@H]1OCc2cnnn2CCCC(=O)N([C@@H](C)CO)C[C@H]1C	-1.4
CCCNC(=O)N1CC2(CCN(CC3CCCC3)CC2)c2c(n(C)c3cc(OC)ccc23)[C@H]1CO	1.7
CCCNC(=O)N(C)C[C@H]1Oc2ncc(C#CCC3CCCC3)cc2C(=O)N([C@H](C)CO)C[C@@H]1C	0.4
CC(C)NC(=O)Nc1ccc2c(c1)C(=O)N([C@@H](C)CO)C[C@@H](C)[C@@H](CN(C)S(=O)(=O)c1ccc(Cl)cc1)OCCCC[C@H](C)O2	-0.6
O=C(C[C@H]1CC[C@@H]2[C@H](COC[C@@H](O)CN2CC2CC2)O1)NCC1CC1	-1.4
C[C@@H](O)C#Cc1ccc([C@@H]2[C@@H](CO)N3CCCCN(C(=O)c4ccncc4)C[C@H]23)cc1	-0.9
CO[C@@H]1CN(C)C(=O)c2cc(NC(=O)Nc3c(C)noc3C)ccc2OC[C@H](C)NC[C@H]1C	0.7
Cc1noc(C)c1NC(=O)N(C)C[C@H]1Oc2ccc(NC(=O)Nc3ccc(F)cc3)cc2CC(=O)N([C@H](C)CO)C[C@H]1C	0.4
C[C@H](CO)N1C[C@H](C)[C@H](CN(C)Cc2ccc(C(=O)O)cc2)Oc2ccc(NC(=O)c3ccncc3)cc2C1=O	-0.8
Cc1ccc(S(=O)(=O)Nc2ccc3c(c2)C(=O)N([C@@H](C)CO)C[C@@H](C)[C@H](CN(C)S(=O)(=O)c2ccc(C)cc2)OCCCC[C@@H](C)O3)cc1	0.6
CCCC(=O)Nc1ccc2c(c1)C(=O)N(C)[C@H]1CC[C@@H](CC(=O)NCCc3ccncc3)O[C@H]1CO2	-0.1
CC(=O)N(C)C[C@@H]1Oc2ncc(C#Cc3ccccc3)cc2C(=O)N([C@H](C)CO)C[C@@H]1C	0.4
C[C@@H]1CCCCO[C@@H](CN(C)S(=O)(=O)c2ccc(F)cc2)[C@@H](C)CN([C@H](C)CO)C(=O)c2cc(NC(=O)CCCCCC(=O)Nc3ccccc3N)ccc2O1	-1.0
C[C@@H]1CCCCO[C@@H](CN(C)C(=O)Nc2ccc3c(c2)OCO3)[C@@H](C)CN([C@H](C)CO)C(=O)c2cc(NC(=O)Nc3ccccc3)ccc2O1	0.5
C[C@@H]1CN([C@H](C)CO)C(=O)c2cc(NC(=O)Cc3cn(C)c4ccccc34)ccc2O[C@@H]1CN(C)C(=O)Nc1ccc(F)cc1	0.8
CC=Cc1ccc2n(c1=O)C[C@H]1[C@H](CO)[C@@H](C(=O)NCc3ccccc3F)N(CCC)[C@@H]21 (mixture of isomers)	-0.1
CCCN(C)C[C@@H]1Oc2cc(C#CC3CC3)ccc2S(=O)(=O)N([C@H](C)CO)C[C@@H]1C	-17.4

Reprinted from the results shown for reference:
SMILES	TcdB inh
COc1ccccc1NC(=O)N1C[C@H](O)COC[C@H]2O[C@H](CC(=O)NCc3ccccc3)CC[C@@H]21	0.4
O=C(C1CCCCC1)N1CC(=O)N2[C@H](CO)[C@H](c3ccc(C#Cc4cccc(F)c4)cc3)[C@@H]2C1	0.5
C[C@H](CO)N1C[C@H](C)[C@H](CN(C)Cc2cncnc2)Oc2cc(/C=C/c3ccccc3)ccc2S1(=O)=O	3.5
CC=Cc1ccc2n(c1=O)C[C@@H]1[C@@H](CO)[C@H](C(=O)N3CCCCC3)N(C(=O)CC3CC3)[C@H]21 (mixture of isomers)	-0.5
O=S(=O)(c1ccccc1)N1CCCCN2[C@H](C1)[C@H](c1ccc(-c3ccccc3F)cc1)[C@@H]2CO	-1.9
O=C(C[C@H]1CC[C@H](NC(=O)C2CCOCC2)[C@@H](CO)O1)Nc1nccs1	-0.5
Cc1noc(C)c1S(=O)(=O)Nc1ccc2c(c1)C(=O)N([C@H](C)CO)C[C@H](C)[C@H](CN(C)S(=O)(=O)c1ccc(F)cc1)OCCCC[C@H](C)O2	2.1
COc1cccc(S(=O)(=O)N2CC3(CN[C@H](CO)c4[nH]c5cc(OC)ccc5c43)C2)c1	-0.6
C[C@H](CO)N1C[C@H](C)[C@H](CN(C)S(=O)(=O)c2cn(C)cn2)OCCCC[C@H](C)Oc2ccc(NC(=O)Nc3cccc4ccccc34)cc2C1=O	-1.3
C[C@H](CO)N1C[C@H](C)[C@@H](CN(C)Cc2ccccc2)Oc2ccc(NC(=O)CCN3CCOCC3)cc2C1=O	-1.1
C[C@@H]1CN([C@@H](C)CO)C(=O)Cc2cc(NC(=O)NC3CCCCC3)ccc2O[C@H]1CN(C)Cc1ccc(Cl)c(Cl)c1	0.7
Cc1noc(C)c1NC(=O)Nc1cccc2c1O[C@@H](CN(C)C(=O)Nc1ccc3c(c1)OCO3)[C@H](C)CN([C@H](C)CO)C2=O	-0.6
C[C@H]1CN([C@@H](C)CO)S(=O)(=O)c2ccc(C#Cc3ccncc3)cc2O[C@H]1CN(C)C	-0.3

Screening data: PubChem BioAssay, Broad Institute

This is a subset (hit frequency here may not be typical).
